Bioassay records deposited in PubChem BioAssay by several laboratories.
PPARg SRC-2 ag = agonists of SRC-2 recruitment by human PPARgamma; P37231; PPARgamma LBD-SRC-2 recruitment, biochemical; activation, % at 8 µM; hit rate 0.34% among 200,000; AID 1032; in the data active = activation above about 22%;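 also: 0% = vehicle and 100% = reference agonist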
PPARg SRC1 recr = promotes SRC-1 coactivator recruitment by human PPARgamma; PPARgamma-SRC-1 coactivator recruitment biochemical assay; AID 631; hit rate 0.41% among 200,000; P37231; activation, % at 8 µM; in the data active = activation above about 19%;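 also: 0% = DMSO and 100% = reference agonist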
TNAP inh hiacc = blocks human TNAP under high phosphate acceptor concentration. purified TNAP, CDP-star luminescence, 1 M DEA. inhibition, % at 20 µM. hit rate 0.03% among 200,000;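 active = over 50% inhibition of tissue-nonspecific alkaline phosphatase at 20 µM in the single-dose screen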;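 also: plate controls were DMSO wells for no effect and EDTA-quenched wells as full inhibition for full effect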
Target sequence (P05186 whole entry, looked up): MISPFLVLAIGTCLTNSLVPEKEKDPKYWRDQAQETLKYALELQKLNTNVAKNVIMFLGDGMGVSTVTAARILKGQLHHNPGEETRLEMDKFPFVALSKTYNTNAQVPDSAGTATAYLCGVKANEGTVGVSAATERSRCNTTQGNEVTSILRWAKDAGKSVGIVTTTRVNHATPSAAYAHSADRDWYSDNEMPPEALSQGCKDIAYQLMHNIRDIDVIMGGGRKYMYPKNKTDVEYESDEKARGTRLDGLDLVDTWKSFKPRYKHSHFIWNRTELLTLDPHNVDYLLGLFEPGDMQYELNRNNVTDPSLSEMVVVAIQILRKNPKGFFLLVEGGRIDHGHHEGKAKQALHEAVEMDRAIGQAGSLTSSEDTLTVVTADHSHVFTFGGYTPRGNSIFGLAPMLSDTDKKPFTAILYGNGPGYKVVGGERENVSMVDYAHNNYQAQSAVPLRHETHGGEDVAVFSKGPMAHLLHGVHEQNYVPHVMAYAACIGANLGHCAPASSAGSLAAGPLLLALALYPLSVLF
HMGR II inh = inhibitors of class II HMG-CoA reductase from Enterococcus faecalis; purified E. faecalis HMGR, NADPH absorbance 340 nm kinetic; inhibition, % at 10 µM; hit rate 0.41% among 190,000;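 active = inhibition above a set limit, the median over all tested compounds plus 3 SD, cut at about 9.5% in these data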;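 also: enzyme runs in reverse so mevalonate oxidation gives rising NADPH absorbance; 0% = complete reaction with DMSO and 100% = background rate lacking mevalonate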
bIAP inh = blocks bovine intestinal alkaline phosphatase activity; inhibition, % at 20 µM; purified bovine IAP, CDP-star luminescence, 30 min; 190,000 tested, under 10 active;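 active = over 50% inhibition of intestinal alkaline phosphatase at 20 µM in the single-dose screen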
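Incubation: 30 min reaction at room temperature / Material: purified bovine intestinal alkaline phosphatase (IAP) enzyme / Input: enzyme at 1/65,000,000 dilution / Dosing: 20 µM single dose / Signal: CDP-star luminescence signal / Reagent: CDP-star chemiluminescent phosphatase substrate, 30 µM final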
TNAP act hiacc = TNAP (human) activation, high acceptor; P05186; purified TNAP, CDP-star luminescence, 1 M DEA, 30 min; stronger effect = higher value; 0 = EDTA background, 1 = DMSO-only activity; activation factor at 20 µM; 200,000 tested, under 10 active; AID 1136;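 active = activation factor at least 2 at 20 µM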
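Measured by: Luminescent substrate turnover signal | Test system: Human TNAP | Input: TNAP 1/800 final | Dosing: 20 µM single point | Schedule: 30 min, room temperature | Controls: EDTA wells as negative control, DMSO wells as positive control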
bIAP activator = increases bovine intestinal alkaline phosphatase activity; purified bovine IAP, CDP-star luminescence, 30 min; stronger effect = higher value; fold of DMSO-control signal, blank-subtracted; activation factor at 20 µM; hit rate 0.17% among 200,000;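 active = activation factor of 2 or more at 20 µM, a signal rise over negative controls twice the positive control's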
PPARg SRC-3 ag = promotes SRC-3 coactivator recruitment by human PPARgamma. P37231. biochemical PPARgamma/SRC-3 coactivator recruitment assay. activation, % at 8 µM. hit rate 0.26% among 200,000; in the data active = activation above about 23%;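 also: 0% = DMSO and 100% = reference agonist; some compounds past the cut are filed as inactive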
TNAP inh no acc = inhibitors of human TNAP without phosphate acceptor | AID 1012 | purified TNAP, CDP-star luminescence, 30 min | P05186 | hit rate 0.26% among 200,000 | inhibition, % at 20 µM;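 active = tissue-nonspecific alkaline phosphatase inhibition above about 50% at 20 µM in the single-dose screen, limit read from the data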;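 also: 0% = DMSO negative control and 100% = EDTA positive control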
TR-FRET SRC-2 ct = TR-FRET artefact, counter-screen to PPARgamma/SRC-2 agonist assay. hit rate 0.4% among 200,000. stronger effect = higher value. TR-FRET ratio at 8 µM. AID 1049; in the data active = TR-FRET ratio above about 2000; also: inactives centre near 1500
* = called active by the depositor.

item	SMILES	PPARg SRC-2 ag	PPARg SRC1 recr	TNAP inh hiacc	HMGR II inh	bIAP inh	TNAP act hiacc	bIAP activator	PPARg SRC-3 ag	TNAP inh no acc	TR-FRET SRC-2 ct
1	COc1ccc(C(=O)NNC2=CC(=O)CC(C)(C)C2)cc1	7	2	-3	-5	1	1	1	4	-16	1702
2	Cc1cccc(-c2cc(C(=O)Nc3sc(C)c(C)c3C(N)=O)c3ccccc3n2)c1	7	4	6	1	1	0.9	1	5	-1	1544
3	COC(=O)c1ccc2c(=O)n(CC3CCCO3)c(SCC(=O)Nc3ccccc3Cl)nc2c1 (stereo not drawn)	10	-2	-2	0	6	1	0.9	3	-8	1434
4	O=c1c2c(nc3c(-c4ccccc4)c[nH]n13)CCC2	0	4	-4	-3	-1	1	1	2	0	1491
5	COc1ccc(NC(=O)CSc2nc(C)cs2)c(OC)c1	17	-2	-4	-4	4	1	1	2	-8	1766
6	Cn1nc(-c2ccccc2)c(CSc2ccccc2Cl)c1Cl	9	0	-4	-3	11	1	0.9	2	-18	1638
7	CCCCCC1CC(CC(=O)O)C(=O)O1 (stereo not drawn)	-7	-3	-8	-4	-2	1.1	1	-5	-12	1572
8	Cc1ccnc(NC(=O)CCC2COc3ccccc3O2)c1 (stereo not drawn)	6	1	-6	0	16	1.1	0.8	2	-14	1628
9	CC(=O)C1=C(C)NC(SCC(=O)c2ccccc2)=C(C#N)C1c1ccco1 (stereo not drawn)	2	2	0	-1	21	1	0.8	10	-9	1555
10	Cc1ccc(NC(=S)NNC(=O)CCn2cc(C)cn2)cc1	0	-7	-7	0	-47	1.1	1.5	-2	-29	1448
11	CC1(C)Cc2nc3sc4c(=O)n(CC(=O)NCc5ccco5)cnc4c3cc2CO1	0	1	-5	-1	6	1.1	0.9	-2	-13	1423
12	COc1ccc(NC(=O)Cc2coc3cc(C)ccc23)cn1	0	13	-2	3	-2	1	1	-1	-12	1684
13	CC(C)(C)NCC(O)(c1ccc(Cl)cc1)c1ccc(Cl)cc1	-3	-2	-4	-2	32	1	0.7	5	-1	1428
14	CCOc1cc(CNCc2ccccn2)cc(Cl)c1OCC	-5	-2	-7	-5	-10	1.1	1.1	-5	-10	1402
15	N#C/C(C(N)=O)=c1/ccc2c(c1)N1C3=C(CCCC3)CC3CCCCC31N=2 (stereo not drawn)	13	18	26	1	41	0.7	0.6	25	20	1799
16	COc1ccc(OCCCC(=O)Nc2cccnc2)cc1	-1	-6	-6	-1	16	1.1	0.8	-1	-15	1483
17	Cc1cc(C)nc(Nc2n[nH]c(-c3cccc4ccccc34)n2)n1	-8	-4	-4	-4	-22	1	1.2	0	-78	1419
18	CCOc1ccc(N(CC(=O)NC2CCCC2)S(=O)(=O)c2c(C)[nH]c(=O)[nH]c2=O)cc1	11	-4	-7	-2	9	1.1	0.9	18	-11	1624
19	COc1ccc(Cn2c(=S)[nH]c3cc(C(=O)NCc4cccnc4)ccc3c2=O)cc1	10	9	0	-9	-4	1	1	4	-4	1688
20	Cc1cc(SCC(=O)c2cccs2)n2nc(C)c(-c3ccccc3)c2n1	-1	3	0	-3	8	1	0.9	-4	-14	1451
21	O=C(NCCCn1ccnc1)C(=O)c1cn(CC(=O)N2CCCCCC2)c2ccccc12	6	10	-4	0	23	1	0.8	-2	-4	1496
22	CCCCN(C)CCCNC(=O)CC1Oc2ccccc2NC1=O (stereo not drawn)	7	-1	-2	7	8	1	0.9	-10	-9	1544
23	Cc1ccc2c(c1)c1c(n2CC(O)Cn2ccnc2C)C(=O)CCC1 (stereo not drawn)	3	-2	-6	-1	7	1.1	0.9	-2	-10	1444
24	COc1ccc(N2CCN(C3CC(=O)NC3=O)CC2)cc1 (stereo not drawn)	-6	8	-2	-4	1	1	1	5	10	1623
25	COc1cc2c(C#N)c(N3CCc4ccccc4C3)nc(N)c2c(N)n1	4	3	-2	1	-1	1	1	14	-2	1659
26	Cc1ccc(N(CC(=O)NC2CCCCCC2)S(=O)(=O)c2c(C)nn(C)c2C)cc1	6	9	0	-4	-5	1	1	17	-10	1488
27	COC(=O)c1ccc(CSc2nncn2C)cc1	0	4	-6	-2	-2	1.1	1	2	-11	1491
28	Cc1nc(C)c(CC(=O)N2CCc3c([nH]c4ccccc34)C2c2ccccn2)s1 (stereo not drawn)	8	8	-9	1	-8	1.1	1.1	2	-12	1628
29	CC1CCCN(Cc2nc3c(c(=O)n(C)c(=O)n3C)n2CC(=O)c2ccccc2)C1 (stereo not drawn)	-5	2	2	-1	2	1	1	-3	-4	1715
30	Cc1ccc(/C=N/NS(=O)(=O)c2ccc([N+](=O)[O-])cc2)o1	0	-1	-4	-8	10	1	0.9	0	-5	1704
31	Cc1n[nH]c(C)c1CCN(C)Cc1cn(C)nc1-c1ccc2c(c1)OCCO2	0	-5	-6	0	-3	1.1	1	5	-3	1481
32	O=C(NCc1cccs1)C1CCCN(c2nc3ccccc3o2)C1 (stereo not drawn)	-2	-8	-4	-1	0	1	1	12	-3	1527
33	CCCN1CCN(C(=O)Cn2cccc2C(=O)c2ccccc2)CC1	2	-2	-2	-2	8	1	0.9	-8	-4	1527
34	Cc1c(NC(=O)COC(=O)c2cc3c4ccccc4n(C)c3s2)c(=O)n(-c2ccccc2)n1C	-2	-6	-2	-6	-8	1	1.1	-9	-11	1548
35	CCn1c(COc2ccc(Cl)cc2)nnc1SCC(=O)Nc1ccc2c(c1)OCCO2	2	5	-7	0	4	1.1	1	3	9	1717
36	COc1ccc(CN2C(=O)NC3(CCOc4ccccc43)C2=O)cc1F (stereo not drawn)	10	11	-2	0	8	1	0.9	2	-4	1591
37	C=CCNC(=O)CC12CC3CC(C1)CC(CC(=O)NCC=C)(C3)C2	13	13	0	-4	-12	1	1.1	5	-1	1916
38	O=C(COc1ccc(Cl)cc1Cl)N/N=C1\CCCc2ccccc21	5	0	-1	1	0	1	1	0	4	1564
39	COC(=O)[C@H](Cc1ccccc1)NC(=O)O[C@H]1C(=O)c2ccc(OC)cc2O[C@@H]1c1ccc2c(c1)OCO2	6	0	-6	-3	39	1.1	0.6	3	-6	1534
40	CN(C(=O)COC(=O)c1ccc(S(=O)(=O)N2CCOCC2)cc1)C1CCCCC1	-2	10	1	-3	-5	1	1.1	3	-2	1725
41	CC1=NNC(=O)C1CCC(=O)N/N=C\c1ccc(Cl)c(Cl)c1 (stereo not drawn)	7	12	2	4	-22	1	1.2	3	-11	1554
42	Cc1noc(C)c1COC(=O)c1ccccc1NC(=O)Cc1ccccc1	5	5	-8	-10	0	1.1	1	11	-4	1619
43	O=C1C(Cl)=C(N2CCCCC2)C(=O)N1c1ccccc1	5	3	-5	2	8	1.1	0.9	-6	-11	1614
44	CCN(CC)S(=O)(=O)c1ccc(N2CCOCC2)c(NC(=O)Cc2ccccc2F)c1	-4	-7	-2	-3	5	1	1	-1	-13	1500
45	O=c1cc(-c2ccccc2)[nH]n1-c1nc2ccccc2s1	-2	2	3	2	1	1	1	-8	-6	1617
46	CSCCC(NS(=O)(=O)c1ccc2[nH]c(=O)c(=O)[nH]c2c1)C(=O)O (stereo not drawn)	-1	-2	-2	1	-13	1	1.1	-2	0	1567
47	CN1/C(=C\C(=O)COC(=O)c2ccc([N+](=O)[O-])o2)C(C)(C)c2ccccc21	-4	-1	-1	-2	1	1	1	1	-5	1442
48	CCN(CC)S(=O)(=O)c1cccc(NC(=O)COC(=O)c2cc(=O)c3ccccc3o2)c1	-3	-11	-5	-5	-4	1.1	1	0	-20	1458
49	O=C(CNC(=O)Cn1ccc2ccccc2c1=O)NCCCN1CCCCCC1	-5	-10	-2	-8	-2	1	1	-1	-11	1482
50	Cc1cc(Sc2nc(NC(C)C)nc(NC(C)C)n2)nc(Cl)n1	16	10	0	0	5	1	1	5	-8	1820
51	Cc1ccc(CN2CC34C=CC(O3)C(C(=O)NCc3ccc5c(c3)OCO5)C4C2=O)cc1 (stereo not drawn)	0	5	-4	-1	-8	1	1.1	3	-2	1618

Quoted at random: 2 records from the list.
item	SMILES	PPARg SRC-2 ag	PPARg SRC1 recr	TNAP inh hiacc	HMGR II inh	bIAP inh	TNAP act hiacc	bIAP activator	PPARg SRC-3 ag	TNAP inh no acc	TR-FRET SRC-2 ct
46	CSCCC(NS(=O)(=O)c1ccc2[nH]c(=O)c(=O)[nH]c2c1)C(=O)O (stereo not drawn)	-1	-2	-2	1	-13	1	1.1	-2	0	1567
12	COc1ccc(NC(=O)Cc2coc3cc(C)ccc23)cn1	0	13	-2	3	-2	1	1	-1	-12	1684

Whole records from above. Screens in order: PPARg SRC-2 ag, PPARg SRC1 recr, TNAP inh hiacc, HMGR II inh, bIAP inh, TNAP act hiacc, bIAP activator, PPARg SRC-3 ag, TNAP inh no acc, TR-FRET SRC-2 ct
Cc1nc(C)c(CC(=O)N2CCc3c([nH]c4ccccc34)C2c2ccccn2)s1 (stereo not drawn) across the screens: 8, 8, -9, 1, -8, 1.1, 1.1, 2, -12, 1628
COc1ccc(CN2C(=O)NC3(CCOc4ccccc43)C2=O)cc1F (stereo not drawn) across the screens: 10, 11, -2, 0, 8, 1, 0.9, 2, -4, 1591
O=C(COc1ccc(Cl)cc1Cl)N/N=C1\CCCc2ccccc21 across the screens: 5, 0, -1, 1, 0, 1, 1, 0, 4, 1564
C=CCNC(=O)CC12CC3CC(C1)CC(CC(=O)NCC=C)(C3)C2 across the screens: 13, 13, 0, -4, -12, 1, 1.1, 5, -1, 1916
O=C1C(Cl)=C(N2CCCCC2)C(=O)N1c1ccccc1 across the screens: 5, 3, -5, 2, 8, 1.1, 0.9, -6, -11, 1614
